Alkaline phosphatase = inhibition of tissue-nonspecific alkaline phosphatase – biochemical, luminescent (AID 518). purified TNAP enzyme, luminescent substrate readout; higher % means a stronger effect. inhibition, % at 20 µM; hits with a dose series show IC50 in µM. hit rate 0.09% among 64,000; in the data active = a potency from the dose series; inactive = the rest, 99 in 100 with inhibition below about 22%;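 also: plate controls were vehicle for no effect and reference inhibitor for full effect; many of its hits are not listed in these tables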
HPDE-C7K KRASV12 = cytotoxicity in KRAS-transformed pancreatic duct cells, primary screen, cell-based, fluorescence, HTS (AID 431); HPDE-C7K KRASV12 cells, Alamar Blue viability, 48 h; higher % means a stronger effect; one-dose cytotoxicity, % at 10 µM; EC50 in µM for titrated hits; hit rate 1.7% among 63,000;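 active = compounds whose percent cytotoxicity in the single-dose primary screen, scaled between solvent and toxic-drug controls, exceeds 50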;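 also: 0% = DMSO solvent wells and 100% = doxorubicin-treated wells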
Spn PMK inh = inhibitors of Streptococcus pneumoniae phosphomevalonate kinase. purified PMK, PK/LDH-coupled NADH absorbance 340 nm. inhibition, % at 10 µM. hit rate 0.49% among 65,000. AID 539;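 active = top-ranked compounds by inhibition in the single 10 µM screen, taking a fixed number of the strongest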;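 also: 0% = full reaction with DMSO carrier and 100% = background rate without enzyme reaction; no value below 0 was filed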
HT1080 cytotoxicity = HT1080 cell viability loss – fluorescence readout (AID 620) | cytotoxicity, % at 10 µM, or EC50 in µM where a hit was titrated | HT1080 viability, fluorescence; higher % means a stronger effect | hit rate 0.42% among 87,000;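 also: cells exposed to compound overnight then 4 h with Alamar Blue; 0% = vehicle DMSO and 100% = killing control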
MK inhibit = inhibitors of Streptococcus pneumoniae mevalonate kinase; purified MK, PK/LDH-coupled NADH absorbance 340 nm; inhibition, % at 10 µM; hit rate 0.48% among 65,000;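 active = ranked among the strongest by inhibition in the single 10 µM screen, a fixed top-ranked set picked for dose follow-up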; also: no value below 0 was filed
HPDE-C7 cytotoxicity = HPDE-C7 pancreatic duct cell viability loss – fluorescence, HTS (AID 430); HPDE-C7 pancreatic duct cells viability, fluorescence; higher % means a stronger effect; cytotoxicity, % at 10 µM, or EC50 in µM where a hit was titrated; hit rate 1.8% among 63,000;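 also: cells exposed to compound for 48 hours before viability readout; 0% = vehicle and 100% = reference cytotoxic drug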
DPM-DC inhibit = blocks S. pneumoniae diphosphomevalonate decarboxylase; purified DPM-DC, PK/LDH coupled NADH fluorescence; calls only at 10 µM; hit rate 0.49% among 65,000; AID 556;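 active = the 320 compounds with the highest percent inhibition in the single-dose primary screen, excluding strongly autofluorescent ones, cut at about 32% in these data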;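 also: kinetic rate of NADH fluorescence loss reporting ADP formed by the decarboxylase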
Bfl-1 inhibitors = Bfl-1 inhibitors, primary screen, biochemical, fluorescence polarization, FITC-Bid, mouse (AID 432); FITC-Bid BH3 peptide fluorescence polarization displacement; higher % means a stronger effect; displacement, % at 20 µM; hits with a dose series show IC50 in µM; hit rate 0.02% among 64,000; in the data active = a potency from the dose series; inactive = the rest, 99 in 100 with displacement below about 15%; also: strong numbers were not always called active
LYP phosphatase = LYP phosphatase inhibitors, primary screen, biochemical, DiFMUP fluorescence, recombinant catalytic domain, 10 µM (AID 606). recombinant LYP catalytic domain, DiFMUP fluorescence; higher % means a stronger effect. inhibition, % at 10 µM; hits with a dose series show IC50 in µM. 52,000 tested, under 10 active;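 active = IC50 under 40 µM in the dose-response test; inactive = IC50 of 40 µM or more, or never dose-tested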
Spn PMK inh pilot replicates = recorded beside Spn PMK inh, whose call it bears; inhibition, %; measured here: pilot screen replicates
MK inhibit pilot replicates = also measured in MK inhibit; calls as there; inhibition, %; measured here: pilot screen replicates
DPM-DC inhibit pilot screen % = second read-out of DPM-DC inhibit, no call of its own (marks repeat the call); inhibition, %; measured here: pilot screen trials
* = called active by the depositor; i = inactive; · = not tested or not shown. Rule as the data show it, unless noted: active = cytotoxicity above about 50%; inactive = the rest. No enrichment for hits; about 3.5% have a hit in one of these screens.

SMILES | Alkaline phosphatase | HPDE-C7K KRASV12 | Spn PMK inh | HT1080 cytotoxicity | MK inhibit | HPDE-C7 cytotoxicity | DPM-DC inhibit | Bfl-1 inhibitors | LYP phosphatase | others
COc1cccc(NC2c3ccccc3C(=O)N2Cc2ccco2)c1 (stereo not drawn) | 10% | 10% | 0 | 2% | 3 | 2% | i | -2% | 4%
COC(=O)c1ccccc1NC(=O)C1CCCN(S(=O)(=O)c2ccc(F)cc2)C1 (stereo not drawn) | -9% | -12% | 4 | -1% | 4 | -4% | i | 1% | 11%
Nc1nc(-c2cccnc2)nn1S(=O)(=O)c1ccccc1 | 7% | · | 1 | 7% | 5 | · | i | 0% | 10%
Cc1ccc2oc(=O)c3cc(C(=O)N4CCN(C(=O)c5ccco5)CC4)sc3c2c1 | 10% | 11% | 7 | 2% | 4 | 3% | i | -3% | 0%
COC(=O)c1cc(OC)c(OC)cc1NC(=O)c1ccco1 | 5% | 7% | 0 | 5% | 6 | 6% | i | 7% | 5%
CCOc1c(CNCCNC(=O)c2nonc2N)cccc1OC | 8% | 1% | 9 | 18% | 9 | 0% | i | -4% | -8%
O=C(NC1=NCCS1)c1ccc(Cl)s1 | 8% | -2% | 2 | 3% | 13 | -10% | i | -6% | 15%
COc1ccc(-c2noc(CSc3nnc(-c4ccncc4)n3-c3ccc(F)cc3)n2)cc1OC | 12% | 0% | 4 | 2% | 10 | 6% | i | 4% | -2%
N#CCSc1nc2cc(C(=O)N3CCC(C(N)=O)CC3)ccc2c2nc3ccccc3n12 | 11% | 34% | 13 | 6% | 8 | 76%* | i | 4% | ·
Cn1ncc(C#N)c1/N=C/N1CCCCC1 | 10% | -7% | 0 | 2% | 5 | -14% | i | 4% | 3%
CN1CCc2c(sc3c2C(=O)NC(c2cccs2)N3)C1 (stereo not drawn) | 20% | · | 13 | 4% | 8 | · | i | 9% | 9%
COc1ccc(S(=O)(=O)N2CCN(CC(=O)Nc3ccc(C)c(F)c3)CC2)cc1 | 5% | 0% | 8 | -4% | 6 | -5% | i | -3% | 3% | Spn PMK inh pilot replicates=2.5;MK inhibit pilot replicates=2.5;DPM-DC inhibit pilot screen %=0.5
O=C(NCc1ccccc1)c1noc2c1CCCC2 | 11% | 15% | 7 | 20% | 10 | 22% | i | -10% | 6%
Cc1ccc2c(c1)nnn2C1CCN(S(=O)(=O)c2ccc(C(=O)N3C(C)CCCC3C)cc2)CC1 (stereo not drawn) | 16% | 11% | 18 | -14% | 0 | -9% | i | -7% | -5%
Cc1nc2sccn2c1P(c1c(C)nc2sccn12)c1c(C)nc2sccn12 | 7% | 8% | 18 | -9% | 0 | -1% | i | 0% | ·
CN(C(=O)c1ccccc1Cl)c1ccccc1 | 12% | -6% | 0 | 1% | 10 | -11% | i | -2% | 7% | Spn PMK inh pilot replicates=0.5;MK inhibit pilot replicates=0.0;DPM-DC inhibit pilot screen %=1.5
CCOC(=O)CCn1c(=O)c2c(nc(Br)n2Cc2ccccc2)n(C)c1=O | 5% | -6% | 10 | 1% | 4 | -1% | i | -10% | ·
CCn1c(Cc2cccn2C)nnc1SCC(=O)c1ccc(C)cc1 | 12% | -11% | 14 | -2% | 0 | 5% | i | 2% | ·
CCOC(=O)CC1C(=O)NCCN1Cc1cccc(C(F)(F)F)c1 (stereo not drawn) | 2% | 6% | 6 | 3% | 5 | -7% | i | 6% | 0%
COCCCN(C)C1CCN(C(=O)Nc2ccc(F)cc2)CC1 | 16% | 3% | 3 | 0% | 10 | -18% | i | -9% | 2% | Spn PMK inh pilot replicates=2.0;MK inhibit pilot replicates=0.5;DPM-DC inhibit pilot screen %=0.0
COCCn1c(=O)[nH]c2cc(C(=O)N3CCN(Cc4ccc5c(c4)OCO5)CC3)ccc2c1=O | 16% | 0% | 2 | -1% | 6 | -16% | i | 3% | · | Spn PMK inh pilot replicates=0.0;MK inhibit pilot replicates=0.0;DPM-DC inhibit pilot screen %=2.5
COc1ccc(Nc2oc(COc3ccc(Cl)cc3)nc2C#N)cc1 | 9% | 1% | 0 | -2% | 10 | -2% | i | 3% | 13%
CN(CCNC(=O)c1ccc(N2CCCC2=O)cc1)CCc1ccccc1 | 16% | 2% | 22 | 8% | 0 | -11% | i | -3% | 15% | Spn PMK inh pilot replicates=5.0;MK inhibit pilot replicates=1.0;DPM-DC inhibit pilot screen %=1.5
CSC(=NCc1cccnc1)NS(=O)(=O)c1cccs1 | 10% | 8% | 9 | -4% | 8 | 8% | i | -7% | ·
COc1ccc(C)cc1NC(=O)CSc1nnc(-c2cc3cccc(OC)c3o2)n1N | 14% | 13% | 10 | 14% | 0 | 12% | i | 6% | -9%
The listing continues:
SMILES | Alkaline phosphatase | HPDE-C7K KRASV12 | Spn PMK inh | HT1080 cytotoxicity | MK inhibit | HPDE-C7 cytotoxicity | DPM-DC inhibit | Bfl-1 inhibitors | LYP phosphatase | others
O=C(C1CC1)N1CCc2cc(S(=O)(=O)N3CCOCC3)ccc21 | 12% | 1% | 4 | 9% | 7 | -3% | i | 1% | 5%
CC1=C(C(=O)OC(C)C)C(c2ccc(Br)s2)NC(=O)N1C (stereo not drawn) | 2% | 1% | 19 | -5% | 5 | -3% | i | 0% | 5%
CCOC(=O)c1ccc2c(c1)nc(COc1ccccc1C#N)n2CC | 4% | -10% | 21 | -1% | 6 | -11% | i | 2% | 5%
C=C(C)COc1ccc(-c2[nH]ncc2Oc2cccc(OC)c2)c(O)c1 | 5% | 7.5µM* | 12 | -1% | 5 | 8.8µM* | i | 0% | ·
COc1ccccc1CNC(=O)C1CC(=O)N(c2ccc(C)c(C)c2)C1 (stereo not drawn) | 5% | -6% | 7 | 3% | 6 | -11% | i | -1% | 11%
O=C(c1ccco1)N1CCCC(c2ccccc2)C1 (stereo not drawn) | 0% | 7% | 0 | 2% | 2 | -6% | i | -9% | 6%
Cc1nnc(C)n1N1C(=O)c2cccc3cccc(c23)C1=O | 12% | 16% | 1 | -5% | 12 | -4% | i | -1% | 5%
Cc1cc(C)nc(Sc2c(C)nn(-c3ccccc3)c2C)n1 | 9% | -13% | 0 | 0% | 8 | -14% | i | -3% | 10%
CCN1CCN(CCNC(=O)c2cn(C(C)c3ccccc3F)nn2)CC1 (stereo not drawn) | 2% | -12% | 11 | 7% | 0 | -6% | i | 0% | · | Spn PMK inh pilot replicates=1.5;MK inhibit pilot replicates=1.0;DPM-DC inhibit pilot screen %=0.0
COc1ccc(CNC(=O)CCc2nc(-c3ccccc3F)no2)c(OC)c1 | 7% | 3% | 12 | 14% | 0 | 0% | i | -6% | 9% | Spn PMK inh pilot replicates=4.5;MK inhibit pilot replicates=0.0;DPM-DC inhibit pilot screen %=0.0
O=S(=O)(c1ccc2c(c1)OCCO2)N1CCC(n2nnc3cc(C(F)(F)F)ccc32)CC1 | 12% | 9% | 17 | 8% | 8 | 12% | i | 3% | 0%
COc1ccc(OC)c2c(C)cc(N3CCN(C(=O)c4ccc(F)cc4)CC3)nc12 | 6% | 26% | 4 | 11% | 3 | 24% | i | -10% | 8%
COc1ccc(C2CC(C(F)(F)F)n3nc(C(=O)O)cc3N2)cc1OC (stereo not drawn) | 10% | -15% | 13 | · | 0 | -9% | i | 0% | 12%
Cc1cccc(-n2c(=O)[nH]c3c(C(N)=O)nc(CC(C)C)nc32)c1 | -1% | -8% | 9 | 3% | 0 | -11% | · | -8% | 4%
O=C(NCc1ccccc1F)C1CCCN1C(=O)NCc1ccccc1 (stereo not drawn) | 12% | -5% | 15 | -6% | 6 | 3% | i | -11% | ·
Cn1c2c(c(=O)n(C)c1=O)CN(Cc1ccco1)CN2 | 8% | -8% | 7 | -1% | 7 | -30% | i | -5% | 2%
Cc1cc(C(=O)Cn2nnc(-c3ccc(Cl)cc3)n2)c(C)n1CC1CCCO1 (stereo not drawn) | 7% | -12% | 0 | -10% | 0 | -6% | i | 2% | 5%
CCn1c(SCC(=O)Nc2cc(C)c(Cl)cc2OC)nnc1-c1ccco1 | 4% | 1% | 0 | 29% | 2 | -6% | i | -2% | 7%
Cc1ccc(OCc2ccc(C(=O)N3CCOCC3)cc2)cc1C | 11% | 2% | 13 | 2% | 11 | -7% | i | 4% | 2%
COc1cccc(-c2cc(C(=O)N3CCN(Cc4ccccc4)CC3)no2)c1 | 9% | 11% | 4 | 1% | 2 | 11% | i | -4% | 8%
CC1(C(=O)NCc2cccnc2)CCC(=O)N1CCc1ccccc1 (stereo not drawn) | 6% | -8% | 23 | 6% | 7 | 1% | i | 3% | 2%
Cc1ccc(C(C)n2cc(C(=O)NCc3ccncc3)nn2)cc1 (stereo not drawn) | 10% | -8% | 18 | 1% | 0 | -4% | i | -11% | 10%
Cc1ccc(-n2c(N)c(-c3nc4ccccc4n3C)sc2=S)cc1 | 12% | 10% | 5 | -2% | 0 | -3% | i | -10% | 10%
Cc1ccc(Nc2nc(N)nc(CN3CCN(Cc4ccc5c(c4)OCO5)CC3)n2)cc1Cl | 14% | 43% | 13 | 5% | 2 | 50% | i | 1% | 12%
CC(C)(C)n1nc2c(c1NC(=O)c1ccc(Br)o1)CS(=O)C2 (stereo not drawn) | 4% | -1% | 11 | -7% | 11 | -6% | i | -12% | 7%
The listing continues:
SMILES | Alkaline phosphatase | HPDE-C7K KRASV12 | Spn PMK inh | HT1080 cytotoxicity | MK inhibit | HPDE-C7 cytotoxicity | DPM-DC inhibit | Bfl-1 inhibitors | LYP phosphatase | others
CCOC(=O)c1ccc(NC(=O)CSc2nc3c(c(=O)n2CC)SC(C)C3)cc1 (stereo not drawn) | 12% | 7% | 12 | -4% | 0 | 55%* | i | 7% | -1%
CCOc1cc(CN2CCOCC2)cc(C(C)=O)c1 | 18% | 2% | 1 | 28% | 12 | -15% | i | -12% | 7%
CC(C)NC(=O)c1ccccc1NC(=O)CCS(=O)(=O)Cc1ccccc1 | 11% | -6% | 11 | -6% | 5 | -16% | i | -4% | -4% | Spn PMK inh pilot replicates=4.0;MK inhibit pilot replicates=3.0;DPM-DC inhibit pilot screen %=0.5
Nc1nc(NC(=O)c2cccnc2)nn1-c1ccccc1 | 4% | 0% | 11 | 2% | 8 | 3% | i | -5% | 1%
COc1ccc(OC)c(N2C(=O)CC(Cc3ccc(C)cc3)C2=O)c1 (stereo not drawn) | · | · | 0 | -4% | 4 | · | i | · | 10%
Cc1cc(OCCSc2nnc(-c3cccs3)n2C)ccc1Cl | 3% | 13% | 10 | 0% | 6 | -6% | i | -2% | -7%
CC1(C)CC(=O)c2cc(OCC(=O)NCCCN3CCN(c4ccccc4F)CC3)ccc2O1 | 10% | -2% | 13 | 26% | 0 | 1% | · | 13% | -9% | Spn PMK inh pilot replicates=2.5;MK inhibit pilot replicates=0.0
CCOc1ccc2c(O)csc2c1 | 17% | 17% | 11 | 3% | 10 | 4% | i | -7% | 14% | Spn PMK inh pilot replicates=0.0;MK inhibit pilot replicates=2.5;DPM-DC inhibit pilot screen %=2.0

Screening data from PubChem.
